PG9 Ab binder: small molecules binding HIV-1 gp120 antibody PG9; AID 624416; inhibition, % at 6.7 µM; hit rate 0.43% among 360,000; TR-FRET gp120-PG9 antibody binding; in the data active = inhibition above about 8.5%
SIAE inh: blocks human sialic acid acetylesterase. inhibition, % at 9.66 µM. Q9HAT2. AID 1053197. hit rate 0.69% among 370,000. SIAE FP-Rh probe binding, fluorescence polarization;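 active = inhibition above a cutoff: mean of compounds within the control limits plus 3 SD of those, cut at about 17% in these data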;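 also: 0% = plate median of compound wells and 100% = probe without SIAE protein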
TDP2 inh: TDP2 (human) inhibition, absorbance primary screen | inhibition, % at 12.8 µM | O95551 | recombinant TDP2, T5PNP hydrolysis, p-nitrophenol absorbance 415 nm | AID 720702 | hit rate 0.34% among 370,000;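 active = inhibition above the mean of all tested compounds plus 3 SD, set per campaign, cut at about 25% in these data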;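 also: 0% = DMSO with enzyme and 100% = buffer with substrate but no TDP2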
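System – recombinant human TDP2 · Amount – 120 nM TDP2 per well · Buffer or medium – Mg2+-containing Tris-HCl buffer, pH 7.5 · Reagent – T5PNP substrate, 5 mM · Dosing – 12.8 µM single point, 1% DMSO · Incubation – 2 h at 37 °C · Measured by – epi absorbance · Read-out basis – percent inhibition · Benchmarks – high control without enzyme, low control DMSO plus TDP2 · Repeats – singlicate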
PRMT1 inh: inhibitors of human PRMT1 | Q99873 | recombinant PRMT1, activity-based probe fluorescence polarization | inhibition, % at 2.79 µM | hit rate 1.3% among 370,000;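 active = inhibition above about 21% made by adding two undisclosed values, limit read from the data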
LEDGF integ inh: blocks HIV-1 LEDGF/p75-dependent DNA integration; TR-FRET IN-LEDGF/p75 DNA integration, Eu/Cy5; hit rate 0.64% among 370,000; inhibition, % at 3.7 µM;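 active = inhibition above the screen-wide mean plus 3 SD, cut at about 13% in these data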;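 also: signal is the Cy5 over europium emission ratio at 671 and 618 nm; 0% = plate median of compound wells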
TCR-CD3 inh: human TCR-CD3 binding inhibition; TAMRA-labeled TCR probe fluorescence, biochemical; inhibition, % at 9.4 µM; hit rate 0.37% among 360,000; AID 651800; in the data active = inhibition above about 19%;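 also: recombinant mutant TCR 2C K166C tagged with TAMRA read by polarization; 0% = receptor in buffer alone and 100% = receptor with positive control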
NR1D1 modulator: modulates human Rev-erb alpha binding to DNA. hit rate 0.79% among 370,000. P20393. activity, % at 10 µM. Rev-erbα–FITC-DNA binding, fluorescence polarization, 90 min;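 active = activity above about 14%, limit read from the data; passing the limit was not always enough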;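 also: 0% = DMSO wells with 35 nM protein and 100% = DMSO wells with 750 nM protein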
rCAG binder: binds r(CAG) RNA repeats | r(CAG) RNA repeat, TO-PRO-1 dye displacement fluorescence | inhibition, % at 3 µM | hit rate 1.3% among 370,000;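 active = inhibition above the plate cutoff, the mean of all test compounds on that plate plus 3 SD, cut at about 35% in these data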;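 also: 0% = DMSO alone and 100% = 100 µM mitoxantrone as full dye displacement; higher means more dye released from RNA so lower well fluorescence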
HTRA1 inh: blocks human HTRA1 serine peptidase | Q92743 | recombinant HTRA1, FP-rhodamine activity-based probe, fluorescence polarization | inhibition, % at 5.96 µM | hit rate 0.5% among 340,000 | AID 504803; in the data active = inhibition above about 36%;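 also: 0% = enzyme with DMSO and 100% = wells lacking enzyme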
Target sequence (Q92743 whole entry, looked up): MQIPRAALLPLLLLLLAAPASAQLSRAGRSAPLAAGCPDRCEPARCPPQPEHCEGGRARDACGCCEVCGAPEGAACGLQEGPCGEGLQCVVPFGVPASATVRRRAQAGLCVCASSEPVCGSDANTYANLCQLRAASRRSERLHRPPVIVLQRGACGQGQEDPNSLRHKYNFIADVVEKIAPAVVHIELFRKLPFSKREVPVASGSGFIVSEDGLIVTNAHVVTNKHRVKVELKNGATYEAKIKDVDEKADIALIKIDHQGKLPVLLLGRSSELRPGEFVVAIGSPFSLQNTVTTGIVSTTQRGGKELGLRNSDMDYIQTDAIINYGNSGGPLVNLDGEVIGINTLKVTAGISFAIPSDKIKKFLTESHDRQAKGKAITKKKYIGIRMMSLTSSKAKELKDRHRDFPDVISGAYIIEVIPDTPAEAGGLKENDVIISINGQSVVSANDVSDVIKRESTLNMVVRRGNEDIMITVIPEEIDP
mABHD4 FP: inhibitors of mouse ABHD4 | inhibition, % at 8.92 µM | hit rate 0.54% among 370,000 | purified mABHD4, FP-Rh probe fluorescence polarization | Q8VD66;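 active = inhibition exceeding the mean over every tested compound plus 3 SD, cut at about 30% in these data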;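 also: 0% = plate median of compound wells and 100% = S159A mutant with DMSO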
Target sequence (Q8VD66 whole entry, looked up): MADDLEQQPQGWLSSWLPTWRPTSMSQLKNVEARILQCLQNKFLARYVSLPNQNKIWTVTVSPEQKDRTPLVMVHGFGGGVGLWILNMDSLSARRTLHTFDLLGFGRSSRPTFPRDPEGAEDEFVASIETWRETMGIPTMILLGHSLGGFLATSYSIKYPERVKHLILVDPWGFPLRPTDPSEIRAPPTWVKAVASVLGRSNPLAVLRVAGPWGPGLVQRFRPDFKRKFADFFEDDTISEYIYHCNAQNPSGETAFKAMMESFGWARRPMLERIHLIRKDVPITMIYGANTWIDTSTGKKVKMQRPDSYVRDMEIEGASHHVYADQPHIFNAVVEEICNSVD
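Assay system: wild-type mouse ABHD4 protein; compound: single nominal dose of 8.92 µM, 0.89% DMSO final; schedule: 45 min + 60 min at 25 °C; measured by: FP readout, ex 525 nm / em 598 nm; evaluation: % inhibition of FP-Rh probe binding versus controls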
The depositor's hits bear a star; / = not tested or not shown. An excerpt; the hit share may differ from the screen's.

SMILES | PG9 Ab binder | SIAE inh | TDP2 inh | PRMT1 inh | LEDGF integ inh | TCR-CD3 inh | NR1D1 modulator | rCAG binder | HTRA1 inh | mABHD4 FP
CC(=O)NC(C)CCc1ccccc1 (configuration not stated) | -1.4 | -9 | 0 | 3 | -4 | 2 | 4 | -2 | 11 | 0
O=C(NC(c1ccccc1)C(Cl)(Cl)Cl)c1ccccc1 (configuration not stated) | -3.0 | -12 | -1 | 2 | -1 | 0 | 4 | -4 | -24 | -10
O=c1oc(-c2ccccc2NS(=O)(=O)c2ccc3ccccc3c2)nc2ccccc12 | -2.1 | -7 | 7 | -1 | 1 | -2 | 7 | 66* | -115 | -31
CCOc1cc(/C=N/NC(=O)c2cccs2)cc([N+](=O)[O-])c1O | -23 | 1 | -4 | 5 | -6 | -5 | 10 | 6 | 5 | 1
Cc1cc(=O)[nH]c(-n2ncc(C#N)c2N)n1 | 0.7 | 16 | 6 | 6 | 4 | 4 | 1 | -1 | -3 | 7
CC(C)(C)OC(=O)N1CCC(CNC(=O)c2cccs2)CC1 | -0.5 | 6 | 6 | 3 | 1 | 2 | 4 | -7 | / | -1
CCCCNC(=O)O[C@H]1C[C@@H]2CCN3C(=O)CCC[C@H]([C@H]1Cc1ccccc1)[C@H]23 | -1.4 | -3 | 1 | -1 | 7 | 0 | -1 | -8 | -1 | -2
N#Cc1ccc(S(=O)(=O)N2CCN(C(=O)c3cn(-c4ccccc4)nc3-c3cccnc3)CC2)cc1 | -0.4 | 13 | 9 | -1 | -2 | 5 | 1 | 3 | 0 | 5
CC(OC(=O)Cc1ccccc1[N+](=O)[O-])C(=O)Nc1ccc(Cl)cn1 (configuration not stated) | -0.6 | -2 | 2 | -1 | -2 | 9 | -4 | -3 | 8 | 5
O=C(/C=C/c1ccc2c(c1)OCO2)NCCCN1CCOCC1 | 0.8 | 2 | 3 | -2 | 2 | 1 | 1 | 3 | -1 | -7
CC(=O)Nc1ccc(Oc2cnc3ccccc3n2)cc1 | -0.6 | -7 | 0 | 0 | 1 | 5 | 2 | 4 | 4 | 3
O=S(=O)(c1ccc2nc(N3CCN(c4ccccc4)CC3)ccc2c1)N1CCCCC1 | -0.1 | -3 | -4 | 2 | -4 | 12 | 83* | 1 | 4 | 0
Nc1nc(=O)n(C2CC(O)C(CO)O2)cc1Cl (configuration not stated) | -0.6 | 0 | 3 | 3 | 2 | -7 | -2 | 0 | / | -7
CCOC(=O)c1cccc(NC(=O)CN(C)S(=O)(=O)c2cnc[nH]2)c1 | 1.7 | -1 | 6 | 1 | 2 | -4 | -4 | 3 | -3 | 7
COc1ccccc1N1CN(Cc2ccccc2)CNC1=S | -1.4 | 7 | -2 | -2 | -2 | -2 | 2 | -5 | 3 | 5
Cc1n[nH]c(=O)c2c(NC(=O)CSc3ccc(F)cc3)oc(C)c12 | 2.9 | 3 | 5 | 5 | -2 | -7 | 0 | 1 | 3 | 5
Cc1c(C(=O)O)oc2ccc(S(=O)(=O)NC3CCCCCCC3)cc12 | -1.1 | -1 | -5 | -1 | -1 | 10 | -6 | 12 | 2 | -21
Cc1ccccc1-c1cc(C(=O)n2cccn2)c2cc(Cl)ccc2n1 | 0.3 | -1 | 8 | 3 | -1 | 3 | 15 | 3 | 7 | 0
COc1cccc(-c2cc(C(=O)NCC3CCCO3)c3cc(Br)cc(C)c3n2)c1 (configuration not stated) | 4.7 | -6 | 2 | 3 | -2 | -1 | 12 | 1 | -7 | 1
O=C(c1ccc(C(F)(F)F)cc1)N1CCC(=O)N([C@H](COCc2ccccc2)Cc2ccccc2)CC1 | -0.1 | 1 | -7 | 0 | 0 | 4 | -3 | 3 | / | -9
O=C(Nc1ccc(N2CCN(C(=O)c3cccs3)CC2)cc1)c1cccnc1 | 0.2 | 3 | 2 | -2 | -1 | 2 | 1 | -2 | 1 | 2
CCCC(=O)Nc1ccc(Cl)c(NC(=O)c2ccco2)c1 | -1.3 | -5 | -14 | 7 | -9 | -3 | 1 | -2 | 0 | -18
CC[C@H](C)[C@@H]1NC(=O)c2cc([N+](=O)[O-])cc(F)c2OCC[C@@H](C(N)=O)NC(=O)[C@H](CCCCN)NC1=O | -2.5 | 5 | -3 | 1 | 2 | 0 | -10 | 2 | 0 | 7
CC(O)(c1ccccc1)c1nc(-c2ccncc2)cs1 (configuration not stated) | -0.9 | 0 | 0 | 4 | 0 | 2 | 5 | 4 | / | 0
COc1cccc2cc(C(=O)N3CCN(c4ccc(C)cc4C)CC3)c(=O)oc12 | -0.4 | -1 | 7 | 0 | -1 | -6 | -2 | 2 | 2 | -3

Compound profiles (already shown):
O=C(Nc1ccc(N2CCN(C(=O)c3cccs3)CC2)cc1)c1cccnc1 across the screens: PG9 Ab binder = 0.2; SIAE inh = 3; TDP2 inh = 2; PRMT1 inh = -2; LEDGF integ inh = -1; TCR-CD3 inh = 2; NR1D1 modulator = 1; rCAG binder = -2; HTRA1 inh = 1; mABHD4 FP = 2
Cc1n[nH]c(=O)c2c(NC(=O)CSc3ccc(F)cc3)oc(C)c12 across the screens: PG9 Ab binder = 2.9; SIAE inh = 3; TDP2 inh = 5; PRMT1 inh = 5; LEDGF integ inh = -2; TCR-CD3 inh = -7; NR1D1 modulator = 0; rCAG binder = 1; HTRA1 inh = 3; mABHD4 FP = 5

Next part.
SMILES | PG9 Ab binder | SIAE inh | TDP2 inh | PRMT1 inh | LEDGF integ inh | TCR-CD3 inh | NR1D1 modulator | rCAG binder | HTRA1 inh | mABHD4 FP
Cc1cccc(NS(=O)(=O)c2ccc3c(c2)Cc2cc(S(=O)(=O)Nc4cccc(C)c4C)ccc2-3)c1C | -0.1 | -32 | -6 | -1 | -1 | 6 | 2 | 9 | -97 | -96
COc1ccc(N2C(=O)CC(Sc3nc4ccccc4s3)C2=O)cc1OC (configuration not stated) | -2.8 | 0 | -2 | 26* | -3 | -1 | -3 | 1 | 0 | 4
Cc1cccc(NC(c2ccc(C)s2)c2ccc3ccc(C)nc3c2O)n1 (configuration not stated) | -0.1 | 3 | 6 | 26* | -3 | -1 | 2 | 2 | 18 | 14
CCOc1ccc(CNC(=O)CCCOc2cc(=O)n(C)c3ccccc23)cc1 | -1.7 | 7 | 3 | 1 | -1 | 5 | 1 | -6 | -6 | 7
COCCNC(=O)c1ccc(CSc2nc3ccccc3s2)cc1 | 1.2 | -10 | 8 | -5 | 2 | 3 | -2 | -3 | -6 | -7
COc1cc(OC)nc(Nc2nc(C(N)COCc3ccccc3)cs2)n1 (configuration not stated) | 0.8 | 0 | -5 | 1 | 7 | -6 | 5 | 10 | / | 11
O=C(Nc1ccccc1)C1CCCN(C(=O)c2ccc(Cl)cc2)C1 (configuration not stated) | -1.7 | -10 | -3 | 2 | 0 | -8 | -1 | -1 | 3 | -3
Cn1c(SCC(=O)Nc2cccc3ccccc23)nc(O)cc1=O | -1.7 | -1 | 0 | 5 | 2 | 0 | 1 | 41* | -8 | 2
O=C(CN1CCCCC1)Nc1scc2c1c(=O)oc1ccccc12 | -2.2 | -1 | -5 | 8 | 0 | -3 | 1 | 1 | -16 | 1
COc1cccc(CN2CCN(Cc3nc4c(s3)CCCC4)CC2CCO)c1 (configuration not stated) | -0.7 | 2 | 2 | 2 | 0 | 2 | 6 | -6 | -1 | 6
COc1ccccc1C(=O)Nc1ccc(N2CCN(Cc3ccccc3)CC2)cc1 | -1.2 | 6 | -11 | -2 | -1 | -1 | -5 | 3 | 0 | 7
C[C@@H](C(=O)NCC1CC1)[C@H]1C[C@]1(C)[C@H](NC(=O)OCc1ccccc1)c1ccccc1 | -0.4 | 10 | 7 | -4 | -1 | 1 | 0 | -6 | -9 | -4
O=C(Nc1ccc2c(c1)OCO2)c1c(Cl)nc2sccn12 | 0.5 | -1 | 7 | 2 | 0 | 2 | -2 | 0 | -3 | -1
CCCc1cc(=O)oc2cc(C)cc(OC(C)C(=O)NCc3ccncc3)c12 (configuration not stated) | -1.7 | 1 | 11 | -3 | -1 | 0 | 23* | -6 | 5 | -2
CN(CC(=O)Nc1ccc(Cl)cc1)CC(=O)Nc1cc(Cl)ccc1C#N | -1.4 | 7 | 8 | 3 | 0 | 1 | -5 | -4 | -12 | -6
Cc1cccc(C)c1-n1nnnc1C(c1ccnc2ccccc12)N(C)Cc1ccccc1 (configuration not stated) | 0.2 | -6 | 2 | 1 | -1 | 3 | 3 | 2 | / | 1
COC(=O)[C@]12C[C@H](CC(=O)N3CCSCC3)C(=O)N(Cc3ccco3)C1=C[C@H](C(C)C)O[C@@H]2C1CC1 | / | 2 | 1 | 0 | 1 | / | -6 | 4 | / | -1
O=C(CN1C2CCCC1CC(NC(=O)c1ccccc1)C2)Nc1ccccc1 (configuration not stated) | -2.1 | -14 | -24 | -6 | 2 | 9 | 5 | -5 | -3 | -5
O=C(CCC(=O)OCC(=O)c1ccc(F)cc1)NC1CCCCC1 | 0.6 | 0 | 0 | -3 | -2 | 3 | 7 | -3 | 3 | 3
COc1ccc(NC(=O)C2Cc3c(-c4ccc(NC(C)=O)cc4)ccnc3O2)cc1OC (configuration not stated) | -0.5 | -8 | -13 | 0 | 2 | -4 | 3 | 0 | / | -2
COC(=O)c1ccc(N=C2S/C(=C\c3cc(C)n(-c4cccnc4)c3C)C(=O)N2C)cc1 | 1.2 | 0 | -3 | 0 | -1 | 5 | 4 | 4 | -6 | 0
CCn1c2ccccc2c2nc3cc(OC)c(OC)cc3nc21 | 3.1 | -7 | -9 | 3 | -2 | 1 | 0 | 6 | -8 | -8
CCOC(=O)c1[nH]c2ccc(OCC)cc2c1NC(=O)CN1CCN(c2ccccc2)CC1 | -0.3 | 1 | -12 | -2 | -4 | 5 | -2 | -4 | 4 | 7

2 of the compounds above, field by field.
CC(OC(=O)Cc1ccccc1[N+](=O)[O-])C(=O)Nc1ccc(Cl)cn1 (configuration not stated)
  PG9 Ab binder = -0.6; SIAE inh = -2; TDP2 inh = 2; PRMT1 inh = -1; LEDGF integ inh = -2; TCR-CD3 inh = 9; NR1D1 modulator = -4; rCAG binder = -3; HTRA1 inh = 8; mABHD4 FP = 5
O=C(/C=C/c1ccc2c(c1)OCO2)NCCCN1CCOCC1
  PG9 Ab binder = 0.8; SIAE inh = 2; TDP2 inh = 3; PRMT1 inh = -2; LEDGF integ inh = 2; TCR-CD3 inh = 1; NR1D1 modulator = 1; rCAG binder = 3; HTRA1 inh = -1; mABHD4 FP = -7
